Bioassay records (PubChem BioAssay)
PTHR1 agonist = PTHR1 (human) receptor agonism; AID 743266; Q03431; 0.075% of 410,000 active; Potency, µM (top dose mostly 115 µM), for the others: at the highest dose activation, usual class: activators; HEK293 GP2 PTHR1 cells, GloSensor cAMP luminescence, 1 h; note: potency is the fitted concentration of half-maximal effect; nearly all actives have a fitted effect of over 55% in size; some results filed as inactive show a strong effect at the top dose; inactives centre near -15; many of its hits are not listed in these tables
Target sequence (Q03431 whole entry, looked up): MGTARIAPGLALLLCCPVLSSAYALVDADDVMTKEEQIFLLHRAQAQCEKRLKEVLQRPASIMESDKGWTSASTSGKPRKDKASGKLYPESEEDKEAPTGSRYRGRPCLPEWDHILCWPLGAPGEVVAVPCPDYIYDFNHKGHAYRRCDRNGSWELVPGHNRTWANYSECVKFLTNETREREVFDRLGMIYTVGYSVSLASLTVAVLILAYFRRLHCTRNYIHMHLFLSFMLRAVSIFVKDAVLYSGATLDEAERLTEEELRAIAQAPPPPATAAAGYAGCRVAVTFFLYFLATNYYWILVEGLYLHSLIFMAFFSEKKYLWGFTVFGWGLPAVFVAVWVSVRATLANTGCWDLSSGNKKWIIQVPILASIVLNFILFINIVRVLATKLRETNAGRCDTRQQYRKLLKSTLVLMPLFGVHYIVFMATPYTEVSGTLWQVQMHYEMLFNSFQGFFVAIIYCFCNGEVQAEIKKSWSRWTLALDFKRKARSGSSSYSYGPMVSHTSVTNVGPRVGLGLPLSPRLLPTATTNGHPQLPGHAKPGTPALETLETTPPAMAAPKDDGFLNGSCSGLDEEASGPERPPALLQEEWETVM
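HEK-293-derived GP2 cells expressing PTHR1 and a GloSensor cAMP reporter, 3,000/well, plated overnight, given luciferin plus IBMX (each 0.5 mM as added) for 1 h at 37 °C, then compound for 1 h at 37 °C. Luminescence was read after 15 min at room temperature.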
Mm-Cpn inhibitor = M. maripaludis TRiC chaperonin inhibition. purified Mm-Cpn ATPase, ADP Transcreener TR-FRET. 0.031% of 330,000 active. Potency, µM (series often up to 76.9 µM), without a hit: top-dose activity, negative = inhibition, hits mostly inhibitors; note: potency is the fitted concentration of half-maximal effect; % is set by controls: 0 for no effect and ±100 for the full control effect; nearly all actives have a fitted effect of over 80% in size
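Purified archaeal Mm-CPN (25nM final) preincubated 10 min at 37degC with compound, then 10uM ATP for 30 min at 37degC; ADP measured by HTRF Transcreener TR-FRET; buffer 30 mM TRIS pH 7.4, 100mM KCl, 5mM MgCl2, 1mM DTT.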
EPAC2 antagonist = antagonists of human EPAC2; Q8WZA2; EPAC2 GEF exchange of Rap1B-BODIPY-GDP, fluorescence; Potency, µM (titrated, usually from 114 µM), for inactives: at the top dose activity, negative = inhibition, actives largely listed as inhibitors; 0.18% of 360,000 active; AID 720708; note: potency is the fitted concentration of half-maximal effect; % is set by controls: 0 for no effect and ±100 for the full control effect; nearly all actives have a fitted effect of over 45% in size; many of its hits are not listed in these tables
DRD3 agonist = D3 dopamine receptor (human) agonism. P35462. D3R DiscoveRx beta-arrestin cells, luminescence, 90 min. max activation, %. 0.58% of 410,000 active; in the data active = max activation above about 30%; note: 0% is about no effect; mostly tested at two doses, the higher about 12 µM
Target sequence (P35462 whole entry, looked up): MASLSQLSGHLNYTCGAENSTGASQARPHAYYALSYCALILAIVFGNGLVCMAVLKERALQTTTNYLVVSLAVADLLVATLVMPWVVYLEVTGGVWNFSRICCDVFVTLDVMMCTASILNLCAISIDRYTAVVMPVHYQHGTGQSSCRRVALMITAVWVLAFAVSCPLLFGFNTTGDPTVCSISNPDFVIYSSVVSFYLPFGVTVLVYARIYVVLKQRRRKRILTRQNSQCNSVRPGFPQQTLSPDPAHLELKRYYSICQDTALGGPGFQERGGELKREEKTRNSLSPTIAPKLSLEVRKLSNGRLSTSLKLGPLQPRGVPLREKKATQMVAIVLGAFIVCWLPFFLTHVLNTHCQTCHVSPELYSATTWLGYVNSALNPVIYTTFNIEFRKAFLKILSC
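Agonist mode: compounds and dopamine controls were applied to plated cells for 90 min at 37 degrees C after an overnight attachment at 1500 cells/well. Luminescent read-out followed 30 - 60 minutes at room temperature with DiscoveRx detection reagent.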
D3 antag = blocks the human D3 dopamine receptor; P35462; D3R cells, DiscoveRx beta-arrestin luminescence, antagonist mode; active compounds read low; 2.5% of 360,000 active; max response, negative = inhibition, %; in the data active = max response below about -50%; inconclusive = no clear call, values can overlap the other calls; note: % is set by controls: 0 for no effect and ±100 for the full control effect; mostly tested at two doses, the higher about 12 µM
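Cells expressing the human receptor were seeded at 1500 cells/well, incubated overnight at 37 degrees C in 5% CO2, then exposed to library compounds with dopamine controls for 90 minutes at 37 degrees C before luminescent detection.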
CCT modulator = changes cytosolic chaperonin activity; purified chaperonin ATPase assay, HTRF ADP detection, 30 min; activity change, % (test concentration not listed), hits read low; 0.3% of 360,000 active; AID 651819; in the data active = activity change below about -30%; note: % is set by controls: 0 for no effect and ±100 for the full control effect
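Enzyme 40 or 20 nM (batch-dependent) in Tris pH 7.4/KCl/MgCl2/DTT; cpd 76 uM single point; ATP 10 uM; 30 min 37 °C; Transcreener ADP HTRF detection, 30 min RT; ratio 665/615.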
EPAC2 ag = agonists of human EPAC2 (RAPGEF4); Q8WZA2; EPAC2 activation, biochemical qHTS; response scale: 100% = 6.5 mM cAMP response; Potency, µM (titrated, usually from 154 µM), inactives show at the top dose activation, hits mostly activators; 0.079% of 360,000 active; note: potency is the fitted concentration of half-maximal effect; nearly all actives have a fitted effect of over 50% in size
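Each well held 100 nM EPAC2, 250 nM RAP1B-BODIPY-GDP and 50 uM GDP. Fluorescence, read at 5-min intervals to 30 min, was referenced to a 6.5 mM cAMP positive control.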
Akt phos inh = Akt phosphorylation inhibition. Neuro2A IGF-stimulated pAkt S473 HTRF, 20 min; active compounds read low. activity change, % for hits at 50 µM. 0.32% of 360,000 active; in the data active = activity change below about -80%; inconclusive = mostly about -51% to -80%; note: % is set by controls: 0 for no effect and ±100 for the full control effect
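Single-point screen (50 µM final compound) in Neuro2A cells stimulated 20 min with 6 nM IGF at 37 deg C. After lysis, Ser473-phosphorylated Akt read by HTRF (ex 330 nm, em 615/665 nm) as the 665/615 ratio.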
* hit, by the source's call; i = inactive; ? = inconclusive; nt = not tested or not shown; & = joins results of further samples; [ ] = remark or other dose. Unless noted, calls come from the whole dose curve; as a rule, active = well fitted curve in the direction sought with a large enough effect; inconclusive = small, poorly fitted or top-dose-only effect, or another doubt; inactive = no such curve, though single readings can be large; an effect the other way counts as inactive or inconclusive. These rows are one share of the data; rates above refer to the full screens.

SMILES	PTHR1 agonist	Mm-Cpn inhibitor	EPAC2 antagonist	DRD3 agonist	D3 antag	CCT modulator	EPAC2 ag	Akt phos inh
Cc1ccc(NC(=O)COC(=O)/C=C/c2ccccc2)cc1S(=O)(=O)N1CCOCC1	i	4%	-3%	18	12	-2.0	6%	i
CCC(C)c1ccccc1N1CC(C(=O)N2CCN(S(=O)(=O)c3cccc([N+](=O)[O-])c3)CC2)CC1=O (stereo not drawn)	i	-3%	-5%	-17	-9	-5.3	2%	i
O=C(Nc1cccc2ncccc12)c1ccc2c(c1)OCCO2	-53%[inhibitor][57.5 µM]	-1%	11%	1	0	1.8	1%	i
CN(O)/C=N/C(=S)Nc1ccc(Cl)cc1Cl	-66%[inhibitor]	5%	-2%	-1	-14	-0.6	1%	i
Cc1ccc(S(=O)(=O)/C(C#N)=C/c2c(N3CC(C)OC(C)C3)nc3ccccn3c2=O)cc1 (stereo not drawn)	i	1%	-4%	-4	?	-9.7	17%	i
Cc1ccc([C@H]2C[C@H](n3cc(-c4ccc(F)cc4)nn3)[C@@H](O)CN2C(=O)c2cccs2)cc1	-19%	nt	-8%	7	24	-2.2	5%	i
CC(C(=O)NC1=NCCS1)(C(F)(F)F)C(F)(F)F	-29%	-1%	0%	4	17	-3.7	-1%	i
CCn1c(C)nc2cc(OC)ccc21	i	1%	3%	11	6	-1.4	8%	i
COC1=CC(=O)OC(c2cccc(C(F)(F)F)c2)C1 (stereo not drawn)	-21%	nt	-18%	3	13	nt	-3%	i
Cc1ccc(C(=O)C[n+]2cc(Br)cc(Br)c2)cc1	i	-3%	5%	-1	-4	-0.1	2%	i
O=C(O)c1cccc2c1C(=O)c1ccc(-c3ccc(F)cc3OCc3ccccc3)cc1S2(=O)=O	-31%[inhibitor]	1%	1%	-16	19	-0.4	-1%	i
CC(NC(=O)Cc1cccc(C(F)(F)F)c1)c1ccc(F)cc1 (stereo not drawn)	i	0%	-12%	-2	9	-1.4	-8%	i
COCCOCC(=O)Nc1ccc(S(=O)(=O)Nc2cc(C)nc(C)n2)cc1	-20%	2%	8%	2	25	0.5	1%	i
COc1ccccc1CCN1CCCC(CN(C)CC(C)(C)CO)C1 (stereo not drawn)	i	0%	-3%	-9	-27	0.2	5%	i
Cc1ccccc1C(=O)NCCn1cc(SCC(=O)NCC2CCCO2)c2ccccc21 (stereo not drawn)	i	1%	4%	3	6	-2.6	-5%	i
c1ccc(Nc2nc(N3CCCC3)nc(N3CCCC3)n2)cc1	i	-1%	4%	12	12	-0.2	-2%	i
CCOc1ccc(C(=O)N2CCN(Cc3ccccc3)CC2)cc1OCC	-3%	-1%	-5%	-5	-24	-3.0	4%	i
Cc1ccc(C2C(=O)N(C3CCCC3)CC(=O)N2C2CCCCC2)cc1 (stereo not drawn)	i	-1%	-5%	-2	13	2.0	-1%	i
COc1ccccc1N1CCN(C(=O)COc2ccc(Cl)cc2)CC1	i	-2%	-4%	-18	-6	-1.5	7%	i
O=c1cc(C(F)(F)F)[nH]c(=O)n1C1CCCCC1	i	-2%	0%[57.1 µM]	-3	9	-2.0	1%	i
COc1ccc(Br)cc1CN(C)CC(=O)Nc1c(Cl)cccc1Cl	i	0%	?	-6	-9	-1.2	10%	i
N#C/C(=C\c1c(N2CCC(C(N)=O)CC2)nc2ccccn2c1=O)C(=O)NC1CCCCC1	-7%	2%	10%	2	8	1.2	4%	nt
Cn1c(N)c(S(=O)(=O)N2CCN(c3ccccc3)CC2)c(=O)n(C)c1=O	0%	-1%	-4%	20	13	0.6	-3%	i
O=C(CN(Cc1ccccc1Cl)C(=O)CCC(=O)Nc1nccs1)NCC1CCCO1 (stereo not drawn)	i	2%	3%	3	2	-0.8	6%	i
O=C(O)c1ccccc1NS(=O)(=O)c1ccc(NN=Cc2ccc(F)cc2)c([N+](=O)[O-])c1	i	-1%	-10%	-6	-15	0.5	6%	i
COc1ccc(CCNS(=O)(=O)c2ccc(S(=O)(=O)N3CCCC3)cc2)cc1OC	-25%[57.5 µM]	3%	11%	13	23	2.4	5%	i
COC(=O)C1=C(C)N(C(C)c2ccccc2)C(=O)/C1=C\c1ccco1 (stereo not drawn)	-25%	1%	-20%	2	-11	-1.2	8%	i
CCc1c(O)nc(SCC(=O)N2CCCCC2)n(-c2ccccc2C)c1=O	-24%	-3%	-4%	-8	22	-1.2	-3%	i
COc1ccc(N2CCN(Cc3cc(=O)oc4cc5c(cc34)CCCC5)CC2)cc1	-23%[57.5 µM]	-5%	10%	-3	13	-4.3	-9%	i
CN(CCC1CCOCC1)C(=O)CC1C(=O)NCCN1Cc1ccoc1 (stereo not drawn)	i	2%	8%	7	36	-3.8	3%	i
O=C(NCc1ccco1)Nc1cccc([N+](=O)[O-])c1	i	-1%	15%	-4	-4	2.2	8%	i
CCOC(=O)C(NCCCCl)c1ccccc1 (stereo not drawn)	-4%	-2%	-1%	0	35	-2.2	-10%	i
COc1cc2c3c(c1)c(N=NC(N)=S)c(O)n3C(C)(C)C=C2C	-10%	0%	-24%	-4	-3	-0.1	1%	i
Cc1ccc(CSc2nc3ccncc3[nH]2)cc1	-60%[inhibitor]	-1%	-18%	3	18	-1.9	5%	i
Cc1ccc(C)c(NC(=S)NCC(c2cccnc2)N2CCOCC2)c1 (stereo not drawn)	i	0%	6%	-10	10	0.8	-4%	i
COc1ccc(NC(=O)CSCC(=O)N2CCCc3ccccc32)cc1	i	0%	-6%	-23	-23	-11	13%	i
O=C(COc1ccc(Br)cc1)NCc1ccccn1	-14%[57.5 µM]	-4%	-11%	-13	-23	0.5	12%	i
Cc1ccc2oc(=O)c3cnn(CC(=O)NCCC(C)C)c3c2c1	-10%	-4%	8%	-5	-9	-0.5	-10%	i
O=C(C1Cc2ccccc2CN1S(=O)(=O)c1cccs1)N1CCCCC1 (stereo not drawn)	i	1%	8%	-8	-29	1.4	8%	i
O=c1c(-c2ccnn2-c2cccc(Cl)c2)cnc2n1CCS2	-13%	-9%	4%	0	5	2.1	0%	i
Cc1noc(C)c1C(=O)N1CCCc2ccccc21	i	1%	-1%	9	6	0.3	-5%	i
NC(=O)CSc1nnc(-c2ccc(S(=O)(=O)N3CCCC3)cc2)o1	i	0%	-1%	7	14	-2.3	1%	i
COC(=O)[C@]12CCCCC=C1N(Cc1ccc3c(c1)OCO3)C(=O)[C@H](CC(=O)N1CCCC1)C2	-46%[inhibitor]	nt	-3%	7	18	nt	3%	i
COc1ccc(OC)c(NS(=O)(=O)c2ccc(-n3cccn3)cc2)c1	-4%	nt	-4%	6&1	-27	-2.3	6%	i
O=c1c2ccccc2c(=O)n2n1Cc1ccccc1C2	-3%	1%	3%	4	16	0.4	9%	i
Nc1nonc1C(=O)N/N=C\c1cc2c(cc1Cl)OCO2	i	-1%	5%	2	-14	-1.1	9%	i
COc1ccc(NCc2cc(=O)oc3cc(NC(C)=O)ccc23)cc1	-4%	0%	-6%	-2	-9	-1.9	9%	i
Cc1cccc(C(C(=O)NC2CCCCC2)N(Cc2cccnc2)C(=O)c2csnn2)c1 (stereo not drawn)	i	0%	-3%	0	-2	0.0	6%	i
c1ccc(C[C@H]2CN=C(Nc3ccccc3)N2CC2CCCCC2)cc1	-10%	2%	2%	-14	2	-1.3	9%	i
CCN(CC)S(=O)(=O)c1ccc(C(=O)NCC2(N3CCOCC3)CCCCC2)cc1	?	-1%	1%	1	-6	-2.4	15%	i
O=C(CSc1ccc(-c2ccco2)nn1)NC1CCCC1	i	-2%	-4%	1	6	-3.6	10%	i
Cn1c2c(c3cc([N+](=O)[O-])ccc31)CCCC2	11%	-13%	16%	-1	-6	0.7	11%	i
Cc1ccc(N(CC(=O)NC2CC2)S(=O)(=O)c2ccccc2)c(C)c1	i	-1%	5%	-7	-12	-0.9	4%	i
COc1ccc(-c2cc(C(F)F)n3ncc(C(=O)N4CCSCC4)c3n2)cc1	i	-1%	-5%	-7	0	-0.7	13%	i
CC(C)c1ccc(Nc2nnc(SCC(=O)c3nnc(-c4ccccc4)o3)s2)cc1	-14%	0%	5%	-1	-2	0.5	-15%	i
COC(=O)[C@@H]1C[C@@]2(Br)c3ccccc3N(S(=O)(=O)c3ccccc3)[C@H]2N1C(=O)OC	i	nt	-1%	-4	?	-0.8	2%	i
C=CCNC(=O)c1onc(CSc2ccccc2CC)c1C(=O)O	i	2%	-12%	-1	26	0.1	9%	i
CCCC(=O)c1ccc(N2CCC(C)CC2)c(F)c1	i	0%	-7%	12	5	0.0	3%	i
Cc1ccc(/C=N/n2c(-c3ccccc3)n[nH]c2=S)cc1	-18%	-2%	3%	-5	-9	-1.4	8%	i
Cc1ccc(CNC(=O)C2c3ccccc3C(=O)N3CCc4ccccc4C23)o1 (stereo not drawn)	i	-9%	-2%	-17	15	-1.5	10%	-100%*
CCC(=O)NC(=S)N1CCN(c2ccc([N+](=O)[O-])cc2Cl)CC1	-74%[inhibitor]	-7%	1%	-4	-30	-1.4	2%	i
CC1CC1C(=O)Nc1cc(C(F)(F)F)ccc1N1CCOCC1 (stereo not drawn)	-22%	0%	-7%	3	-1	0.2	3%	i
Cc1ccc(Cl)c(NC(=S)N(CCCN2CCOCC2)Cc2ccco2)c1	-17%[57.5 µM]	1%	-10%	-26	?	1.5	13%	i

Fetched one by one from the list above (five):
SMILES	PTHR1 agonist	Mm-Cpn inhibitor	EPAC2 antagonist	DRD3 agonist	D3 antag	CCT modulator	EPAC2 ag	Akt phos inh
COC(=O)[C@]12CCCCC=C1N(Cc1ccc3c(c1)OCO3)C(=O)[C@H](CC(=O)N1CCCC1)C2	-46%[inhibitor]	nt	-3%	7	18	nt	3%	i
Cc1ccc(Cl)c(NC(=S)N(CCCN2CCOCC2)Cc2ccco2)c1	-17%[57.5 µM]	1%	-10%	-26	?	1.5	13%	i
CC(C)c1ccc(Nc2nnc(SCC(=O)c3nnc(-c4ccccc4)o3)s2)cc1	-14%	0%	5%	-1	-2	0.5	-15%	i
CCN(CC)S(=O)(=O)c1ccc(C(=O)NCC2(N3CCOCC3)CCCCC2)cc1	?	-1%	1%	1	-6	-2.4	15%	i
CCCC(=O)c1ccc(N2CCC(C)CC2)c(F)c1	i	0%	-7%	12	5	0.0	3%	i
